Assay outcomes from PubChem BioAssay.
mHTT CaM bind = disrupts binding of mutant huntingtin to calmodulin | AlphaScreen His-mHTT/GST-CaM binding, luminescence | inhibition, % at 15 µM | 3.6% of 190,000 active | AID 1671202;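 note: 0% = both proteins with DMSO and 100% = one protein alone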
Pf apPOL block = Pf-apPOL DNA polymerase inhibition; Recombinant Pf-apPOL, molecular beacon fluorescence, 1.5 h; inhibition, % at 10 µM; 0.25% of 210,000 active
Numbers without * were called inactive; nt = not tested or not shown; & = joins results of further samples. Cut-off read from the data, not from the text of the source: active = inhibition above about 50%; inactive = the rest.

C=C1CN=C(N(C(=O)Nc2ccccc2)c2ccc(F)cc2F)S1
  mHTT CaM bind = -6
  Pf apPOL block = nt
CCC(C)(NC(=O)c1ccccn1)C(=O)NC1CCCCC1 (stereo not drawn)
  mHTT CaM bind = -3
  Pf apPOL block = -4
CC(=O)N1CCN(c2nc3c(s2)CC(C(=O)N2CCCCC2)CC3)CC1 (stereo not drawn)
  mHTT CaM bind = 10
  Pf apPOL block = 1
Cc1cc(C2CCCCC2)ccc1O
  mHTT CaM bind = 3
  Pf apPOL block = -2
CN1CCN(C(=O)c2cccc(-c3nc(-c4ccc(F)cc4)no3)c2)CC1
  mHTT CaM bind = -9
  Pf apPOL block = 0
NS(=O)(=O)c1ccc(-n2cccc2)cc1
  mHTT CaM bind = nt
  Pf apPOL block = -1
COc1ccccc1OCC(=O)N1CCN(c2ccccn2)CC1
  mHTT CaM bind = -1
  Pf apPOL block = 6
Cc1[nH]nc(-c2ccc(O)cc2O)c1Oc1cccc(-c2ccccc2)c1
  mHTT CaM bind = 49
  Pf apPOL block = 0
O=C(O)CC(NC(=O)C(F)(F)F)c1ccccc1 (stereo not drawn)
  mHTT CaM bind = -7
  Pf apPOL block = -2
Cc1ccc(NC(=O)CN2CCC(c3nc(-c4cccs4)no3)CC2)c(F)c1
  mHTT CaM bind = -7
  Pf apPOL block = -7
Oc1cccc2c1Cc1ccccc1-2
  mHTT CaM bind = -5
  Pf apPOL block = -11
O=C(NCc1ccccc1)C1CCN(c2cncnc2N2CCCC2)CC1
  mHTT CaM bind = 6
  Pf apPOL block = -9
COc1ccc(S(=O)(=O)Nc2cc(S(=O)(=O)c3ccc(Cl)cc3)c(O)cc2C)cc1
  mHTT CaM bind = 13
  Pf apPOL block = -8
O=C(NN=Cc1c(Cl)cccc1Cl)c1csnc1-c1c(Cl)cccc1Cl
  mHTT CaM bind = nt
  Pf apPOL block = -12&3
O=C(CN1CCC(c2nc(-c3cccc(F)c3)no2)CC1)Nc1ccc2c(c1)OCCO2
  mHTT CaM bind = 15
  Pf apPOL block = -6
COc1cc(C2=N/C(=C\C(Cl)=C\c3ccccc3)C(=O)O2)cc(OC)c1OC
  mHTT CaM bind = 37
  Pf apPOL block = -1
COc1cccc(/C=C2/N=C(c3ccccc3OC)OC2=O)c1
  mHTT CaM bind = -1
  Pf apPOL block = 1
O=C(CC(C(=O)N1CCc2ccccc21)n1ccnc1)NCCCN1CCOCC1 (stereo not drawn)
  mHTT CaM bind = -9
  Pf apPOL block = -6
Cn1c(SCc2ccc(F)cc2)nc2c([nH]c3ccccc32)c1=O
  mHTT CaM bind = -2
  Pf apPOL block = -1
CCN1CCN(C2CCN(C(=O)c3ccc(C)cc3)CC2)C1=O
  mHTT CaM bind = -9
  Pf apPOL block = -5
Cc1ccccc1C(=O)Nc1cc2cccc([N+](=O)[O-])c2oc1=O
  mHTT CaM bind = -2
  Pf apPOL block = 6
O=C(c1ccco1)N1CCN(C(=O)C2CCCN(c3cn[nH]c(=O)c3)C2)CC1 (stereo not drawn)
  mHTT CaM bind = -1
  Pf apPOL block = 3
COCC(C)(C)NS(=O)(=O)c1ccccc1
  mHTT CaM bind = -6
  Pf apPOL block = -1
COc1ccc(OC)c(C=C2Oc3c(ccc(O)c3CN3CCCCCC3)C2=O)c1
  mHTT CaM bind = 35
  Pf apPOL block = -7
Cc1ccc(NC(=O)Cn2c(C)nc3ccccc32)cc1
  mHTT CaM bind = -3
  Pf apPOL block = 2

Cc1nc(-c2ccccc2F)sc1C(=O)N(C)C
  mHTT CaM bind = 2
  Pf apPOL block = 15
CCCC(=O)Nc1cccc(Oc2nc(C)c(Cl)c(C)c2C#N)c1
  mHTT CaM bind = -12
  Pf apPOL block = -10
Cc1cccc(C2=N/C(=C\c3c(F)cccc3Cl)C(=O)O2)c1
  mHTT CaM bind = 4
  Pf apPOL block = 1
Cc1ccnc(N2CCCC(C(=O)NCCc3ccc(Cl)cc3)C2)n1 (stereo not drawn)
  mHTT CaM bind = 8
  Pf apPOL block = -5
O=C1CC(c2ccccc2)CN1C(=O)C12CC3CC(CC(C3)C1)C2 (stereo not drawn)
  mHTT CaM bind = -8
  Pf apPOL block = 11
O=C(NC(Nc1cccc(Cl)c1)C(Cl)(Cl)Cl)c1cccnc1 (stereo not drawn)
  mHTT CaM bind = 4
  Pf apPOL block = -9
COc1ccc2cc3cc(C(=O)N(C)c4ccc(Cl)cc4)oc3nc2c1
  mHTT CaM bind = 4
  Pf apPOL block = -5
Fc1ccc(CN2CCCCCCC2)c(F)c1
  mHTT CaM bind = -7
  Pf apPOL block = -5
CCOc1ccc(C(=O)NCc2cccnc2)cc1Cl
  mHTT CaM bind = -1
  Pf apPOL block = -6
O=S(=O)(NC1CC1)c1ccc(Br)cc1N1CCC[C@H]1CO
  mHTT CaM bind = 12
  Pf apPOL block = -3
CCCCOc1ccc(N2C(=O)CC(N3CCC(C(=O)O)CC3)C2=O)cc1 (stereo not drawn)
  mHTT CaM bind = 1
  Pf apPOL block = 7
CC(C)NC(=O)N(C)CC1CC(c2ccc(Cl)cc2)=NO1 (stereo not drawn)
  mHTT CaM bind = 4
  Pf apPOL block = -9
COC(=O)c1ccc(C)cc1NC(=O)NCCC1CCN(C(=O)NC2CCCCC2)CC1
  mHTT CaM bind = 23
  Pf apPOL block = -2
O=C1C(=O)N(CCN2CCOCC2)C(c2ccc([N+](=O)[O-])cc2)C1=C(O)c1ccccc1 (stereo not drawn)
  mHTT CaM bind = 5
  Pf apPOL block = 7
CC(C)CC(=O)C1=C(O)c2ccccc2C1=O
  mHTT CaM bind = 4
  Pf apPOL block = -6
CC(C)Cn1cc(C(=O)NCCCOC(C)C)c2c3ccccc3n(C)c2c1=O
  mHTT CaM bind = -3
  Pf apPOL block = -3
Cc1ccc(N2C(=O)C(N3C(=O)c4ccccc4C3=O)C2c2ccc(F)cc2)cc1 (stereo not drawn)
  mHTT CaM bind = 14
  Pf apPOL block = -5
COc1ccc(CC(=O)N(CCn2cccn2)c2nc3ccccc3s2)cc1
  mHTT CaM bind = -10
  Pf apPOL block = -3
COc1ccc(OC)c(S(=O)(=O)NCCN2CCN(c3ccccc3F)CC2)c1
  mHTT CaM bind = -2
  Pf apPOL block = -2
O=C(O)C1CCN(S(=O)(=O)c2ccc(Br)cc2)CC1
  mHTT CaM bind = -1
  Pf apPOL block = -10
CCN1C(=O)c2cccc3c(NC(=O)C45CC6CC(CC(C6)C4)C5)ccc1c23
  mHTT CaM bind = 13
  Pf apPOL block = 6
CC1(C)Cc2c(c(N3CCOCC3)nc3sc4c(N5CCCCC5)ncnc4c23)CO1
  mHTT CaM bind = -3
  Pf apPOL block = -4
C=CCN(c1ccccc1)C(C(=O)Nc1ccc2c(c1)OCO2)c1ccccc1 (stereo not drawn)
  mHTT CaM bind = 15
  Pf apPOL block = -6
O=C(Nc1ccccc1)C1CCN(c2ccc(F)cc2F)C1=O (stereo not drawn)
  mHTT CaM bind = -7
  Pf apPOL block = -2
Clc1ccc(SCc2csc(-c3ccno3)n2)cc1
  mHTT CaM bind = nt
  Pf apPOL block = -3

Another view of 20 compounds above.
SMILES,mHTT CaM bind,Pf apPOL block
C=C1CN=C(N(C(=O)Nc2ccccc2)c2ccc(F)cc2F)S1,-6,nt
CCC(C)(NC(=O)c1ccccn1)C(=O)NC1CCCCC1 (stereo not drawn),-3,-4
CC(=O)N1CCN(c2nc3c(s2)CC(C(=O)N2CCCCC2)CC3)CC1 (stereo not drawn),10,1
Cc1cc(C2CCCCC2)ccc1O,3,-2
CN1CCN(C(=O)c2cccc(-c3nc(-c4ccc(F)cc4)no3)c2)CC1,-9,0
NS(=O)(=O)c1ccc(-n2cccc2)cc1,nt,-1
COc1ccccc1OCC(=O)N1CCN(c2ccccn2)CC1,-1,6
Cc1[nH]nc(-c2ccc(O)cc2O)c1Oc1cccc(-c2ccccc2)c1,49,0
O=C(O)CC(NC(=O)C(F)(F)F)c1ccccc1 (stereo not drawn),-7,-2
Cc1ccc(NC(=O)CN2CCC(c3nc(-c4cccs4)no3)CC2)c(F)c1,-7,-7
Oc1cccc2c1Cc1ccccc1-2,-5,-11
O=C(NCc1ccccc1)C1CCN(c2cncnc2N2CCCC2)CC1,6,-9
COc1ccc(S(=O)(=O)Nc2cc(S(=O)(=O)c3ccc(Cl)cc3)c(O)cc2C)cc1,13,-8
O=C(NN=Cc1c(Cl)cccc1Cl)c1csnc1-c1c(Cl)cccc1Cl,nt,-12&3
O=C(CN1CCC(c2nc(-c3cccc(F)c3)no2)CC1)Nc1ccc2c(c1)OCCO2,15,-6
COc1cc(C2=N/C(=C\C(Cl)=C\c3ccccc3)C(=O)O2)cc(OC)c1OC,37,-1
COc1cccc(/C=C2/N=C(c3ccccc3OC)OC2=O)c1,-1,1
O=C(CC(C(=O)N1CCc2ccccc21)n1ccnc1)NCCCN1CCOCC1 (stereo not drawn),-9,-6
Cn1c(SCc2ccc(F)cc2)nc2c([nH]c3ccccc32)c1=O,-2,-1
CCN1CCN(C2CCN(C(=O)c3ccc(C)cc3)CC2)C1=O,-9,-5

Remaining list, next part.
CC(C)(C)c1cc(C(C)(C)C)n(C(=O)c2ccc(Cl)cc2)n1
  mHTT CaM bind = nt
  Pf apPOL block = -3
CCN(CC)CCC(c1cc(OC)c(OC)c(OC)c1)c1c(O)cc(OC)cc1OC (stereo not drawn)
  mHTT CaM bind = 3
  Pf apPOL block = -6
O=C(O)c1cccc(NC2=CC(=NS(=O)(=O)c3cccs3)c3ccccc3C2=O)c1
  mHTT CaM bind = 44
  Pf apPOL block = 22
CCN(CC)S(=O)(=O)c1cc(C(=O)Nc2ccc(Cl)cn2)ccc1C
  mHTT CaM bind = 3
  Pf apPOL block = -1
O=C(Nc1ccc(Br)cc1)c1noc2c1CCCCC2
  mHTT CaM bind = -13
  Pf apPOL block = -5
CCOC(=O)N1CCC2(CC1)N=C(c1ccccc1O)CC(c1cc(F)ccc1F)N2 (stereo not drawn)
  mHTT CaM bind = 47
  Pf apPOL block = -6
N#CC1=C(N)OC2=C(C(=O)CCC2)C1c1ccccc1Br (stereo not drawn)
  mHTT CaM bind = -2
  Pf apPOL block = -7
O=C(/C=C1\NCCN\C1=C/C(=O)c1ccc(Cl)cc1)c1ccc(Cl)cc1
  mHTT CaM bind = 13
  Pf apPOL block = -2
COc1ccc2sc(C(=O)NCC3CCCCC3)c(Cl)c2c1
  mHTT CaM bind = -5
  Pf apPOL block = -9
O=C1COc2ccc(Cl)cc2N1Cc1nc(-c2cccc(C(F)(F)F)c2)no1
  mHTT CaM bind = -60
  Pf apPOL block = -2
Cc1ccc(CC(=O)N2CCc3c(c(-c4nc(-c5ccccc5F)no4)nn3C)C2)cc1
  mHTT CaM bind = 8
  Pf apPOL block = -1
N#Cc1nccnc1N1CCN(Cc2ccccc2)CC1
  mHTT CaM bind = nt
  Pf apPOL block = -1
Cc1ccc(C)c(C2NC(=O)N(CC(=O)Nc3ccc4c(c3)OCCO4)C3=C2C(=O)OC3)c1 (stereo not drawn)
  mHTT CaM bind = 2
  Pf apPOL block = -4
Cc1ccc(C(=O)NCCN(C)C)cc1Cl
  mHTT CaM bind = -2
  Pf apPOL block = -14
CC(=O)c1ccc(NC(=O)N2CCc3c(nc4cc(-c5ccccc5)[nH]n4c3=O)C2)cc1
  mHTT CaM bind = 1
  Pf apPOL block = -1
CCCC(=O)NC1CCN(c2nc3c(s2)c(C)nn3-c2ccc(C)cc2)CC1
  mHTT CaM bind = 1
  Pf apPOL block = 0
Cc1cc(C)n(CC(=O)N2CCCC2c2nc(-c3ccccc3)n[nH]2)n1 (stereo not drawn)
  mHTT CaM bind = -4
  Pf apPOL block = -9
O=C(CC1(O)C(=O)Nc2ccc(Br)cc21)c1ccc(F)cc1 (stereo not drawn)
  mHTT CaM bind = nt
  Pf apPOL block = -2
Cc1c(Cl)cccc1N1CCN(C(=O)C(C)C)C(C)C1=O (stereo not drawn)
  mHTT CaM bind = 2
  Pf apPOL block = -2
COC(CNC(=O)c1ccc2c(c1)nc(C)n2-c1cccc(C)c1)OC
  mHTT CaM bind = 8
  Pf apPOL block = 35
Cc1ccc2nsnc2c1NC(=O)c1cc([N+](=O)[O-])ccc1Cl
  mHTT CaM bind = -4
  Pf apPOL block = 8
